EPAC2 antagonist: qHTS for Antagonist of cAMP-regulated guanine nucleotide exchange factor 2 (EPAC2): primary screen; Rap guanine nucleotide exchange factor 4 (Homo sapiens), Q8WZA2; EPAC2 GEF exchange of Rap1B-BODIPY-GDP, fluorescence; Potency, µM (doses to about 114 µM), for inactives: at the top dose activity, negative = inhibition, most hits filed as inhibitors; 0.18% of 360,000 active; AID 720708, 2013; note: potency is the fitted concentration of half-maximal effect; % is set by controls: 0 for no effect and ±100 for the full control effect; nearly all actives have a fitted effect of over 45% in size; many of its hits are not listed in these tables
aSyn rescue: qHTS of alpha-syn Inhibitors; Yeast expressing alpha-synuclein, growth rescue, BacTiter-Glo, 24 h; Potency, µM (titrated, usually from 46.1 µM), for inactives: at the highest dose growth rescue (activation), hits mostly activators; 0.14% of 370,000 active; AID 652106, 2013; note: potency is the fitted concentration of half-maximal effect; % of control where 0% means no effect; nearly all actives have a fitted effect of over 65% in size
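Galactose-induced alpha-syn yeast (OD600=0.02, raffinose-pregrown) + pinned cpd, 24 hr, 30 deg C; growth by BacTiter-Glo luminescence. Growth restoration scores as activation.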
D3 antag: qHTS of D3 Dopamine Receptor Antagonist: qHTS. max response, negative = inhibition, %. 2.5% of 360,000 active. D3R cells, DiscoveRx beta-arrestin luminescence, antagonist mode; hits give low values; in the data active = max response below about -50%; inconclusive = no clear call, values can overlap the other calls; note: % is set by controls: 0 for no effect and ±100 for the full control effect; mostly tested at two doses, the higher about 12 µM
Target sequence (P35462 whole entry, looked up): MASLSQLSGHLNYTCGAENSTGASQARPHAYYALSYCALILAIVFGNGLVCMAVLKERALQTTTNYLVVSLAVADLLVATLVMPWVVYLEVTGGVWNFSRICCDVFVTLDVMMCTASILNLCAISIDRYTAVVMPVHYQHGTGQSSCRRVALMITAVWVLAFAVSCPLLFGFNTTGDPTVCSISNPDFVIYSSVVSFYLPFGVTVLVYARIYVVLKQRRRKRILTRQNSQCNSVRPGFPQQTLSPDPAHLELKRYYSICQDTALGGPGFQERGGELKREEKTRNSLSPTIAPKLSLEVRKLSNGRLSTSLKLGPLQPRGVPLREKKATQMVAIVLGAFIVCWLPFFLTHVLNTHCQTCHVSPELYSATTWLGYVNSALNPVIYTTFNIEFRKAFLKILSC
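Cells expressing the human receptor were seeded at 1500 cells/well, incubated overnight at 37 degrees C in 5% CO2, then exposed to library compounds with dopamine controls for 90 minutes at 37 degrees C before luminescent detection.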
EPAC2 ag: qHTS for Agonist of cAMP-regulated guanine nucleotide exchange factor 4 (EPAC2): primary screen | EPAC2 activation, biochemical qHTS; response scale: 100% = 6.5 mM cAMP response | Potency, µM (highest dose often 154 µM), for the others: at the highest dose activation, usual class: activators | 0.079% of 360,000 active; note: potency is the fitted concentration of half-maximal effect; nearly all actives have a fitted effect of over 50% in size
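Nucleotide exchange monitored as fluorescence drop when BODIPY-GDP leaves Rap1B. Reaction: 100 nM EPAC2, 250 nM RAP1B-BODIPY-GDP, 50 uM GDP, room temperature, kinetic read over 30 min. Activity expressed relative to 6.5 mM cAMP.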
D3 ag: qHTS of D3 Dopamine Receptor Agonist: qHTS. D(3) dopamine receptor (Homo sapiens), P35462. D3R DiscoveRx beta-arrestin cells, luminescence, 90 min. max activation, %. 0.58% of 410,000 active; in the data active = max activation above about 30%; note: 0% is about no effect; mostly tested at two doses, the higher about 12 µM
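Agonist-mode cell screen: cells plated at 1500/well and incubated overnight at 37 °C, then exposed to library compounds for 90 min at 37 °C. Detection reagent was added for 30–60 min at room temperature, and luminescence was read.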
Abeta rescue: qHTS for compounds that reverse cellular toxicity of Amyloid beta (A-beta) peptide in yeast: Primary Screen; yeast expressing A-beta42, growth rescue, OD600, 48 h; response scale: 0% DMSO, 100% iron-clioquinol control; Potency, µM (titrated, usually from 46.1 µM), without a hit: at the top dose growth rescue, usual class: activators; 0.063% of 410,000 active; note: potency is the fitted concentration of half-maximal effect; nearly all actives have a fitted effect of over 55% in size
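Yeast growth medium received pinned compounds, then yeast cells expressing toxic A-beta were added; plates incubated at 30 C for 48 hr. Growth read as absorbance at 600 nm, normalized to DMSO and equimolar FeCl3 plus clioquinol controls.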
TDP43 rescue: qHTS of TDP-43 Inhibitors. TDP-43 expressing yeast growth rescue, BacTiter-Glo, 24 h. Potency, µM (series often up to 46.1 µM), for the others: at the top dose growth rescue (activation), hits mostly activators. 1.8% of 410,000 active; note: potency is the fitted concentration of half-maximal effect; % of control where 0% means no effect; nearly all actives have a fitted effect of over 50% in size
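Yeast expressing TDP-43 (pregrown in raffinose, seeded at OD600=0.02 in galactose medium) exposed to compounds 24 hr at 30 deg C. Growth read by BacTiter-Glo luminescence; rescue of toxicity appears as increased signal.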
FUS yeast rescue: qHTS for Suppressors of FUS Proteinopathy: Primary screen using FUS-linked yeast assay. S. cerevisiae FUS-expressing, growth rescue, OD600, 24 h. Potency, µM (doses to about 76.6 µM), inactives show at the top dose growth rescue (activation), actives largely listed as activators. 0.24% of 390,000 active. AID 1347120, 2019;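 note: potency is the fitted concentration of half-maximal effect; plate controls were DMSO vehicle for no effect and reference control for full effect; nearly all actives have a fitted effect of over 55% in size; some results filed as inactive show a strong effect at the top dose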
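Galactose (2%) drives FUS expression in yeast precultured in raffinose; seeding density OD 0.005. Test compounds incubated 24hr at 30C and 99% humidity before absorbance at 600 nm was measured.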
Starred values were filed as active, the others as inactive; ? = inconclusive; / = no result given; [ ] = remark or other dose. Unless noted, calls come from the whole dose curve; as a rule, active = well fitted curve in the direction sought with a large enough effect; inconclusive = small, poorly fitted or top-dose-only effect, or another doubt; inactive = no such curve, though single readings can be large; an effect the other way counts as inactive or inconclusive. An excerpt (hit frequency here may not be typical).

SMILES | EPAC2 antagonist | aSyn rescue | D3 antag | EPAC2 ag | D3 ag | Abeta rescue | TDP43 rescue | FUS yeast rescue
Cc1nc2nc(CSc3nc4ccccc4s3)cc(=O)n2[nH]1 | 7.1% | -1.3% | -26.0 | 6.7% | 2.7 | 4.2% | -1.3% | 3.0%
CC(C)(C)NC(=O)CSc1nccn1Cc1ccccc1 | 10.5% | -6.4% | 2.8 | 0.7% | 3.0 | 20.8% | -20.8% | -4.5%
CCOc1ccc(-n2c(=S)sc3c(=O)[nH]c(SCC(=O)NCc4ccco4)nc32)cc1 | -8.3% | -0.5% | 3.1 | -6.6% | -13.5 | -9.9% | -11.8% | 42.6%
COc1ccc2oc(=O)c(C(=O)NCCc3c(C)[nH]c4ccc(C)cc34)cc2c1 | / | 5.4% | / | / | 9.0 | 10.6% | 26.2% | -4.9%
CCCc1cc(=O)[nH]c(SC/C=C/c2ccccc2)n1 | -0.5% | 21.6% | -2.4 | 0.7% | -2.6 | 11.2% | 19.8% | 14.6%
COCCNC(=O)C1(C)CCCN(C(=O)c2cc(OC)c(OC)c(OC)c2)C1 (stereo unspecified) | 8.4% | -7.3% | 24.2 | 7.2% | -0.9 | 9.9% | 0.0% | -18.0%
COc1ccc(C(=O)C(/C=N/O)=N/Nc2ccc(F)cc2)cc1 | -1.7% | 1.8% | -13.6 | 6.9% | 2.4 | -2.9% | -8.0% | -3.8%
O=C(Nc1nccc(-c2cccs2)n1)c1ccccc1Cl | 10.8% | -3.6% | -23.5 | -1.1% | -5.2 | -13.0% | 19.9% | /
CCOC(=O)C1CCN(C(=O)CN(c2ccc3c(c2)OCCO3)S(C)(=O)=O)CC1 | 6.2% | 2.3% | -8.2 | 2.5% | 17.1 | 6.5% | -5.7% | 14.1%
Nc1ccc(C(=O)OCc2nc3ccccc3[nH]2)cc1 | 1.3%[57.1 µM] | -4.9% | 23.1 | -10.8% | 3.4 | 15.7% | -5.9% | 1.6%
CCOc1ccc(Nc2nc(N)c3ccccc3n2)cc1 | 1.3% | -56.7%[inhibitor] | -22.3 | 0.7% | -10.2 | -77.6%[inhibitor] | -86.5%[inhibitor] | 22.2%
c1ccc(-c2ncc3ccccn23)cc1 | -8.6% | -2.2% | -5.6 | 4.4% | -4.8 | -1.7% | -15.4% | 3.0%
O=S(=O)(c1ccc(OCC(O)CN2CCN(c3ccccc3Cl)CC2)cc1)N1CCOCC1 (stereo unspecified) | 2.5% | 1.2% | -73.0* | -2.0% | 7.7 | 13.8% | -11.0% | 0.9%
COc1ccc(Cl)cc1NC(=O)Cn1c(=O)n(Cc2nc(C)no2)c(=O)c2ccccc21 | / | / | / | / | -16.9 | -11.8% | 2.9% | -25.5%
Cc1cc(OCC(=O)NCc2nc(-c3ccccc3)no2)c(C)cc1Br | -0.9% | 6.2% | ? | -12.8% | -2.9 | 2.2% | 3.1% | -23.2%
Cc1ccc(C(=O)N2CCN(S(=O)(=O)c3ccccc3[N+](=O)[O-])C2)cc1 | -18.3% | -2.2% | -3.3 | -1.0% | 0.7 | -1.7% | 9.7% | 17.9%
CC(c1ccccc1)C1CC(=O)N(c2ccc(C(=O)O)cc2)C1=O (stereo unspecified) | 1.3% | -0.1% | -20.4 | 7.0% | -6.5 | -11.2% | -19.5% | 29.7%
CCSc1nnc(CNc2ccc(C)cc2)n1C | -4.0%[57.1 µM] | 4.9% | 13.1 | 9.5% | 1.1 | -9.5% | 4.9% | 0.2%
Cc1ccc(-n2nnnc2SCC(=O)Nc2cc(C)on2)c(C)c1 | 5.8% | -2.7% | 0.6 | -1.6% | 3.9 | -9.6% | -12.2% | 28.9%
O=C(CN(Cc1ccc(Br)cc1)S(=O)(=O)c1ccccc1)NCc1cccnc1 | 13.5% | -1.2% | 9.6 | 1.4% | -10.7 | -19.4% | -13.5% | /
CCN1CCN(C(=O)/C=C/c2ccc(C)cc2)CC1 | -6.2% | -0.3% | -2.1 | 12.0% | -7.3 | -3.5% | -33.9%[inhibitor] | 23.0%
COc1cc(C)c(C)cc1S(=O)(=O)N1CCCc2ccccc21 | -27.7% | 24.4% | -64.6* | 0.5% | -2.1 | 25.0% | 7.8% | 5.8%
O=C(CCCNS(=O)(=O)c1cccc2nsnc12)NCc1ccc(Cl)cc1 | -6.3% | -0.4% | 5.4 | 5.7% | -3.4 | 10.7% | 21.1% | 22.9%
CCc1ccc(OCC(=O)N/N=C(\C)c2ccc(OC(F)F)cc2)cc1 | -8.6% | 4.1% | 4.0 | -3.3% | -1.5 | 2.0% | -1.9% | -8.7%
Cc1nn(C)cc1C(=O)c1ccccc1 | 3.8% | -1.2% | 38.0 | 9.4% | 1.7 | 9.4% | 22.0% | -6.1%
COc1ccc(C(CNC(=O)COc2ccc(F)cc2Cl)N2CCOCC2)cc1 (stereo unspecified) | -2.5% | 4.5% | 0.0 | 6.0% | -1.5 | 3.3% | 23.0% | -4.3%
Cc1cccc(NC(=O)c2c(NC(=O)c3cccs3)sc3c2CCC(C)C3)c1 (stereo unspecified) | / | / | / | / | -4.4 | -4.3% | 17.3% | -31.2%
CC1CCc2[nH]c3ccc(C(=O)N(C)CC(=O)Nc4ccccc4C(F)(F)F)cc3c2C1 (stereo unspecified) | -12.8% | 0.2% | 8.9 | -2.5% | 0.3 | -12.6% | 29.5% | ?
Brc1cccc(Cn2c(-c3cncs3)nc3ccccc32)c1 | ? | -11.7% | 17.0 | 11.7% | -1.2 | 3.8% | 6.5% | 27.0%
CCOC(=O)N1CCN(C(=O)CN(C2CCCCC2)S(=O)(=O)c2ccc(Cl)cc2)CC1 | 4.6% | 0.7% | -26.1 | -0.5% | 5.6 | -16.5% | -6.4% | ?
Cc1noc(C)c1C(=O)Nc1ccccc1C(=O)NCCc1ccccc1 | -3.1% | -1.4% | 4.9 | 0.4% | 5.3 | 11.3% | -0.3% | 18.3%
COc1ccc(Nc2nnc(SCC(=O)N3CCCC3)s2)cc1 | 7.5% | 2.5% | ? | -9.0% | 3.9 | 19.8% | ? | -0.2%
C[C@H](CO)N1C[C@H](C)[C@@H](CN(C)Cc2ccccc2F)Oc2ncc(Br)cc2C1=O | -6.3% | -9.4% | -5.7 | -6.4% | 4.3 | -2.1% | ? | -17.8%
CCNS(=O)(=O)c1ccc(C(=O)OCc2cc(=O)oc3cc(OC)ccc23)cc1 | 3.3% | -9.3% | 0.0 | -0.7% | 7.2 | -4.5% | 6.4% | 14.9%
CCOC(=O)C1CCN(S(=O)(=O)c2cc(Br)cc3c2N(C(=O)C2CC2)CC3)CC1 | -7.7% | -6.1% | 24.2 | 16.4% | -6.4 | 2.5% | 28.0% | 17.8%
CCc1c(C)c2ccc(O)c(CN3CCCC3)c2oc1=O | 2.6% | -6.6% | -15.3 | 13.3% | -19.0 | -5.1% | -10.7% | 14.7%
COc1ccc(CCNC(=O)Cn2c(-c3ccc(F)cc3)cc(C(C)=O)c2C)cc1OC | / | / | / | / | -7.2 | -24.9% | 0.7% | 0.7%
CCc1ccccc1NC(=O)Nc1nnc(N2CCCC2)s1 | / | / | / | / | 0.8 | 2.0% | 20.6%[9.22 µM] | -26.1%
c1ccc2c(c1)CCCN2c1nc2ccccc2n2cnnc12 | -17.1% | -6.3% | -18.9 | 12.5% | -4.8 | -27.2% | 0.0% | 15.3%
COc1ccc2nc3c(c(-c4ccccc4)c2c1)CCC3 | ? | -3.9% | 22.5 | 19.4% | -3.9 | 5.0% | ? | -10.3%
Cc1ccc([C@@H]2CC=C(C(=O)O)[C@H](c3ccc(Br)cc3)N2S(=O)(=O)c2ccc(C)cc2)cc1 | ? | -0.5% | -8.8 | -1.6% | -17.0 | -10.9% | ? | -14.2%
O=C(Nc1ccc2oc(-c3ccccc3F)nc2c1)c1ccccc1F | 1.6% | -0.3% | 40.6 | -0.7% | 0.7 | 4.3% | -17.1% | 8.1%
CCNC(=O)COC(=O)c1[nH]c(C)c(C(=O)OC)c1C | 1.0% | -5.1% | -7.8 | 21.0% | -16.1 | 7.8% | -26.3% | 18.1%
Cc1ccc(Cl)cc1NC(C#N)c1ccccc1 (stereo unspecified) | ? | -2.1% | 0.0 | 15.4% | -5.3 | ? | 29.1% | 1.3%
CCOc1ccc(NC(=O)C2CCCN2C(=O)OCc2ccccc2)cc1 (stereo unspecified) | 1.8% | 1.1% | 7.5 | 7.8% | 2.1 | -4.6% | -7.8% | 9.3%
CCOc1ccc(N2C(=O)Nc3ccccc3C2(O)C(=O)NCc2ccc(F)cc2)cc1 (stereo unspecified) | 3.9% | -33.5%[inhibitor] | -6.7 | 2.2% | 0.0 | 1.7% | -9.2% | 4.5%
CCCCCCN(C(=O)CCCN1C(=O)NC(c2ccc([N+](=O)[O-])cc2)C(C(=O)OCc2ccccc2)=C1C)C(C)C(=O)NCCCC (stereo unspecified) | 1.7% | 13.3% | 5.2 | -7.0% | -14.0 | 7.8% | 14.6% | 41.3%
N#CC1=C(N)Oc2c(ccc3ccccc23)C1c1ccsc1 (stereo unspecified) | 7.7% | 2.4% | 16.7 | -6.7% | 6.7 | -11.3% | 19.8% | 10.9%
Cc1ccccc1-c1cccc([C@@H]2C[C@H]3[C@H](CON3C)CN2C(=O)CCc2ccccc2)c1 | -13.7% | 5.3% | 28.2 | -2.9% | 12.3 | 1.6% | ? | ?

Copied from the list:
EPAC2 ag, c1ccc(-c2ncc3ccccn23)cc1 stands at 4.4%
D3 ag, COc1ccc(CCNC(=O)Cn2c(-c3ccc(F)cc3)cc(C(C)=O)c2C)cc1OC stands at -7.2

Only D3 ag, for three of the compounds above:
SMILES	D3 ag
Brc1cccc(Cn2c(-c3cncs3)nc3ccccc32)c1	-1.2
CCOC(=O)N1CCN(C(=O)CN(C2CCCCC2)S(=O)(=O)c2ccc(Cl)cc2)CC1	5.6
Cc1noc(C)c1C(=O)Nc1ccccc1C(=O)NCCc1ccccc1	5.3
